# IDE cell activ: IDE (human) activation, cell-based | 0.073% of 340,000 active | P14735 | HEK cells, FAbeta-B cleavage, fluorescence polarization; 0% vehicle, 100% cell-free pure enzyme wells | activation, % at 5.96 µM | AID 493087;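 active = activation above the mean of all tested compounds plus 3 SD, set per screening campaign, cut at about 17% in these data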
# SUMO HTRF inh: blocks human SUMOylation mediated by UBC9; HTRF SUMOylation assay, SAE1/SAE2 + UBC9, in vitro; inhibition, % at 35 µM; 0.36% of 290,000 active; AID 2006; in the data active = inhibition above about 50%, passing the limit was not always enough; also: strong numbers were not always called active
# MEKK3 PB1 HTS: modulators (inhibitors or enhancers) of MEK5 binding to human MEKK3 PB1 domain; Q99759; bead-based flow cytometry, Alexa488-MEK5 binding to MEKK3; actives lie on both sides; 0 = blocked by unlabeled MEK5, 100 = vehicle; binding response (% of control), % at 10 µM; 1.4% of 290,000 active;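 active = binding response more than 3 SD above or below the average of its plate-row segment, actives on both sides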;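 also: Alexa488 bead fluorescence after subtracting the streptavidin-only scavenger bead signal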
# PfM18AAP inh: blocks P. falciparum M18 aspartyl aminopeptidase; 1.2% of 290,000 active; recombinant PfM18AAP, H-Glu-NHMec fluorogenic cleavage; inhibition, % at 7.35 µM;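 active = inhibition above the campaign mean inhibition over all tested compounds plus 3 SD, cut at about 28% in these data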;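 also: 0% = plate median of test compound wells and 100% = 2 mM ZnCl2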
# MEKK2mut PB1 HTS: signal of MEK5 binding to mutant human MEKK2 PB1 domain; bead flow cytometry, Alexa488-MEK5 binding to MEKK2 mutant; percent response, % at 10 µM; 0.35% of 290,000 active; AID 1530; in the data active = percent response above about 24%, passing the limit was not always enough; also: inactives centre near 1; some results filed as inactive read as strong as hits; reference of the scale not given here
# IDE inh: inhibits human insulin-degrading enzyme in HEK cells; FAbetaB cleavage, fluorescence polarization; inhibition, % at 5.59 µM; 0.41% of 320,000 active; AID 434962;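 active = percent inhibition above the average of all tested compounds plus 3 SD, set per screening campaign, cut at about 16% in these data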;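 also: IDE supplied by intact live HEK cells; FP after avidin binding of uncleaved biotin substrate so inhibition keeps polarization high; 0% = DMSO wells and 100% = 60 µM reference IDE inhibitor Ii1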
# NALP1 yeast inh: NALP1 inhibition; S. cerevisiae NALP1/ASC/caspase-1 growth, X-gal OD620, 72 h; 0.61% of 280,000 active; AID 2071; inhibition, % at 10 µM; in the data active = inhibition mostly above about 24%, no sharp cut-off; inactive = mostly below about 32%; also: some compounds called inactive have numbers as strong as hits
# MEKK2 WT-MEK5: raises or lowers MEK5 binding to wildtype human MEKK2 PB1 domain; Q9Y2U5; bead flow cytometry, Alexa488-MEK5 binding to MEKK2 WT; actives lie on both sides; 1.1% of 290,000 active; AID 1531; binding response (% of control), % at 10 µM; in the data active = binding response below about 67% or above about 130%
# pCIP destab: lowers stability of the mouse p/CIP coactivator protein; Q05BA5; F442A p/CIP-EGFP cells, EGFP fluorescence, 16 h; decrease of EGFP signal, % at 10 µM; 0.01% of 290,000 active;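 active = EGFP signal decrease of at least 30% at 10 µM or well 3 SD below plate mean, unless failing retest; inactive = the rest, including hits failing retest or dose response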; also: some compounds called inactive have numbers as strong as hits; many of its hits are not listed in these tables
# Target sequence (Q05BA5 1-1403): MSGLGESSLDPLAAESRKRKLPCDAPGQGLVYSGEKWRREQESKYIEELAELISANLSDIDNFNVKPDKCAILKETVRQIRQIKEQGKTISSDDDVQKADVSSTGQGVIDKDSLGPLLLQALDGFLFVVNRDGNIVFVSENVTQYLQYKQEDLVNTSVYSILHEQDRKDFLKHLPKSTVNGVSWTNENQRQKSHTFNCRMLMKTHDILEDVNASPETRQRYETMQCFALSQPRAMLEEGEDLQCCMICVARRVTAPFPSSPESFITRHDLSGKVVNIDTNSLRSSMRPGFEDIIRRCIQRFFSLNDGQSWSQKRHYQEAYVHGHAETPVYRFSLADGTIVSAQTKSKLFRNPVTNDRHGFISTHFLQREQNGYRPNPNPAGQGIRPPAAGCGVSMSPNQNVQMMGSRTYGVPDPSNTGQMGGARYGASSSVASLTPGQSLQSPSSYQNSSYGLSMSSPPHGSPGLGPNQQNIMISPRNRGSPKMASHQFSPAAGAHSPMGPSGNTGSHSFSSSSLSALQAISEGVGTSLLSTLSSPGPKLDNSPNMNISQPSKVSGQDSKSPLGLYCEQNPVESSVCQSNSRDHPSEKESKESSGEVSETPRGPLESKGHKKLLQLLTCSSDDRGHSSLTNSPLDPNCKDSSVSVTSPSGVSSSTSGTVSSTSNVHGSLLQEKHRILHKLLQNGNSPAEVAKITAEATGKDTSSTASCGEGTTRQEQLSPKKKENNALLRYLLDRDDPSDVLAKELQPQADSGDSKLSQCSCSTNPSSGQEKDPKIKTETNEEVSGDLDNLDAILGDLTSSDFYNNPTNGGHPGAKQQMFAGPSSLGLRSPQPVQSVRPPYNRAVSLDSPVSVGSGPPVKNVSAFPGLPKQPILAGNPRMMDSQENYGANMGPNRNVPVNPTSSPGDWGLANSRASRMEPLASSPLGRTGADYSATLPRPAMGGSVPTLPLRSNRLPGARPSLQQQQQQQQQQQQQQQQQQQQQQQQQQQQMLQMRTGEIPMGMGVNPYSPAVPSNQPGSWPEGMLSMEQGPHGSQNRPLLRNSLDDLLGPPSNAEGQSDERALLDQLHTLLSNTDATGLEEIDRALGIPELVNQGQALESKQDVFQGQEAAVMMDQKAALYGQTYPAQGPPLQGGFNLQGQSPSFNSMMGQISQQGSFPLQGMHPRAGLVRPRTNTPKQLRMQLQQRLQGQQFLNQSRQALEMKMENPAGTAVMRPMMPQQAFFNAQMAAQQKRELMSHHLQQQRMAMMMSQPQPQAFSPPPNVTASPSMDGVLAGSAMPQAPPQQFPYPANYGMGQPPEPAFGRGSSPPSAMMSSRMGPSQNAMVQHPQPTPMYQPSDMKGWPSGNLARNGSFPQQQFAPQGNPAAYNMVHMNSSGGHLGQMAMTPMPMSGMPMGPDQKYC
# * hit, by the source's call; · = no result given.
# Start of the data: the first 15 records (preview)
SMILES,IDE cell activ,SUMO HTRF inh,MEKK3 PB1 HTS,PfM18AAP inh,MEKK2mut PB1 HTS,IDE inh,NALP1 yeast inh,MEKK2 WT-MEK5,pCIP destab
Cc1ccc(N2C(=O)CC(Sc3cccs3)C2=O)cc1 (stereo not drawn),-6,-12,107,-20,5,-2,2,103,6
O=C(CCn1nc(-c2ccccc2)c2ccccc2c1=O)Nc1cccnc1,2,9,102,-4,-10,0,-2,96,-16
COc1ccc(-n2nc(C(=O)NCC(=O)Nc3ccccn3)c3ccccc3c2=O)cc1,2,5,111,-1,3,2,-6,107,1
CSc1ccccc1NC(=S)Nc1ccc(S(N)(=O)=O)cc1,7,4,100,5,3,0,2,99,-7
Cn1c(=S)n(CCC(=O)O)c2ccccc21,-3,3,98,-3,-1,-4,2,96,-17
CCC1CCCCN1C(=O)CCn1ccnc1 (stereo not drawn),11,13,101,-5,2,1,-2,103,-11
O=C(CSc1n[nH]c(-c2ccccc2O)n1)N1CCOCC1,4,1,102,2,7,0,1,99,8
COc1ccc2c(c1)C(=O)CC(O)(C(F)F)O2 (stereo not drawn),5,14,100,-2,4,2,4,100,13
Cc1cccc2c1-c1sc(C(=O)N3CCCCC3)cc1CO2,6,13,97,1,1,-2,6,99,0
CCN(CC)CCCN(Cc1cc2cc3c(cc2[nH]c1=O)OCO3)C(=O)Nc1ccccc1OC,1,8,102,3,7,1,31,104,-5
CC(=O)c1cccc(NC(=O)CN2C(=O)NC3(CCCCCCC3)C2=O)c1,7,-14,94,-5,-2,-3,11,98,2
CCOC(=O)C1(CCCc2ccccc2)CCN(C(=O)CN2CCOC2=O)CC1,2,-5,104,-1,11,5,-17,102,2
CCc1c2ccccc2nn1-c1ccccc1C(=O)C(C)=O,1,15,104,-15,4,-1,8,103,-3
COC(=O)C1=C(CCc2ccccc2)NC(=O)NC1c1ccc(Br)cc1 (stereo not drawn),-2,4,98,7,0,1,16,94,-8
CC(C)NC(=O)CSc1nnc(-c2ccc(S(=O)(=O)N3CCCC3)cc2)n1CC1CCCO1 (stereo not drawn),1,8,105,-2,4,4,-10,108,-2

# The list itself, from the first entry:
SMILES,IDE cell activ,SUMO HTRF inh,MEKK3 PB1 HTS,PfM18AAP inh,MEKK2mut PB1 HTS,IDE inh,NALP1 yeast inh,MEKK2 WT-MEK5,pCIP destab
Cc1ccc(N2C(=O)CC(Sc3cccs3)C2=O)cc1 (stereo not drawn),-6,-12,107,-20,5,-2,2,103,6
O=C(CCn1nc(-c2ccccc2)c2ccccc2c1=O)Nc1cccnc1,2,9,102,-4,-10,0,-2,96,-16
COc1ccc(-n2nc(C(=O)NCC(=O)Nc3ccccn3)c3ccccc3c2=O)cc1,2,5,111,-1,3,2,-6,107,1
CSc1ccccc1NC(=S)Nc1ccc(S(N)(=O)=O)cc1,7,4,100,5,3,0,2,99,-7
Cn1c(=S)n(CCC(=O)O)c2ccccc21,-3,3,98,-3,-1,-4,2,96,-17
CCC1CCCCN1C(=O)CCn1ccnc1 (stereo not drawn),11,13,101,-5,2,1,-2,103,-11
O=C(CSc1n[nH]c(-c2ccccc2O)n1)N1CCOCC1,4,1,102,2,7,0,1,99,8
COc1ccc2c(c1)C(=O)CC(O)(C(F)F)O2 (stereo not drawn),5,14,100,-2,4,2,4,100,13
Cc1cccc2c1-c1sc(C(=O)N3CCCCC3)cc1CO2,6,13,97,1,1,-2,6,99,0
CCN(CC)CCCN(Cc1cc2cc3c(cc2[nH]c1=O)OCO3)C(=O)Nc1ccccc1OC,1,8,102,3,7,1,31,104,-5
CC(=O)c1cccc(NC(=O)CN2C(=O)NC3(CCCCCCC3)C2=O)c1,7,-14,94,-5,-2,-3,11,98,2
CCOC(=O)C1(CCCc2ccccc2)CCN(C(=O)CN2CCOC2=O)CC1,2,-5,104,-1,11,5,-17,102,2
CCc1c2ccccc2nn1-c1ccccc1C(=O)C(C)=O,1,15,104,-15,4,-1,8,103,-3
COC(=O)C1=C(CCc2ccccc2)NC(=O)NC1c1ccc(Br)cc1 (stereo not drawn),-2,4,98,7,0,1,16,94,-8
CC(C)NC(=O)CSc1nnc(-c2ccc(S(=O)(=O)N3CCCC3)cc2)n1CC1CCCO1 (stereo not drawn),1,8,105,-2,4,4,-10,108,-2
Cn1c2ccccc2c(=O)c2c(=O)n(Cc3ccco3)c(-c3ccc(F)cc3)nc21,2,31,107,-35,3,4,21,104,-12
Cc1cc(C)n(/N=C/c2ccc(O)cc2)c(=O)c1C#N,-5,16,104,-4,-7,-4,-14,100,-7
CCOC(=O)c1cnn2cc(-c3[nH]ncc3[N+](=O)[O-])cnc12,4,15,90,-1,1,9,26,100,-11
CCc1nn(CC(=O)NC(C)CCc2ccccc2)c(=O)c2cc3occc3n12 (stereo not drawn),3,6,100,4,3,2,-5,105,0
C#CCOCCOCCOCCNc1nc(N2CCN(C(=O)[C@H](C(C)C)n3cc(CCO)nn3)CC2)nc(N2CCN(C(=O)[C@H]([C@@H](C)CC)n3cc(CCCCN)nn3)CC2)n1,7,-20,96,-5,2,3,16,95,5
CCN(CC(=O)NCc1ccc(Cl)cc1)Cc1cc(=O)n2ccsc2n1,-1,-8,94,-7,-10,3,0,88,-4
CCCOC1CCCN(C(=O)c2ccc(OC3CCN(Cc4ccccn4)CC3)cc2)C1 (stereo not drawn),-1,1,90,-2,-9,-1,14,89,2
Cc1ccc(C(=O)CSc2nc3ccccc3c(=O)[nH]2)cc1C,-1,6,72,-10,-17,6,10,71,4
Cc1ccc(Cl)c(OC(=O)c2ccc(N3CCOCC3)c([N+](=O)[O-])c2)c1,2,-19,137*,-8,1,-1,33,109,-14
O=c1[nH]cnc2c1c(-c1ccccc1)cn2-c1cccc(Cl)c1,-2,-5,97,1,-9,8,20,88,5
CC(C)OCCCNC(=O)Cc1ccc(Br)cc1,-1,17,100,-6,0,-2,12,104,1
NC(=O)c1nsc(C(=O)N(c2ccccc2)C(C(=O)NCc2ccc(F)cc2)c2ccc(O)cc2)c1N (stereo not drawn),2,-12,98,1,-2,9,-11,90,-14
O=C(CSc1nnc(NC(=O)c2c(F)cccc2F)s1)NC1CCCC1,4,16,101,0,2,-1,16,99,-6
Cn1cccc1/C=C(/C#N)C(N)=S,-2,18,113,2,-1,0,23,101,-2
Cn1nnnc1SCC(=O)N1c2ccccc2Sc2ccc(Cl)cc21,3,7,100,7,3,-2,34,103,-11
COc1cccc2cc(C(=O)c3ccccc3)oc12,0,14,100,-5,-5,6,-9,98,9
CN(C)C(=O)c1ccc(NC(=O)COc2cccc(Oc3ccccc3)c2)cc1,-1,7,100,0,2,-1,16,108,0
CN(C(=O)CSc1nc(-c2ccccc2)c(-c2ccccc2)o1)C1CCS(=O)(=O)C1 (stereo not drawn),-5,-27,91,-7,-3,4,-1,94,19
COc1ccccc1C(=O)CSc1ccccn1,8,3,102,0,1,0,23,98,-4
Cc1ccc(C(=O)N2CCCCC2)cc1S(=O)(=O)N1CCCC1,1,16,103,-1,11,1,17,108,-11
COC(=O)c1ccc(Nc2cc(C)nc3nc(C)nn23)cc1,3,5,85,1,-7,8,30,89,-7
CCOC(=O)CN1C(=O)c2ccccc2Sc2ncccc21,2,11,104,-16,6,-1,3,106,-6
O=C(c1ccc(N2CCOCC2)nc1)N1CCCCC1,4,-33,98,-2,-3,-2,6,100,6
COc1ccc(Cn2c(C)c(C)c(C#N)c2NC(=O)Nc2ccc(F)cc2)cc1,-2,55,103,10,4,2,-4,104,-11
COc1ccc(N2CCN(S(=O)(=O)Cc3ccccc3)CC2)cc1,0,20,102,9,0,3,3,98,9
Cc1ccc(C)c(C(=O)Cn2c(NCCO)nc3ccccc32)c1,3,-11,98,-9,-3,4,26,98,0
CCCNC(=S)Nc1ccc(S(N)(=O)=O)cc1,·,0,97,6,4,4,-4,101,0
O=C(c1cccc(Cl)c1)N1CCN(C(=O)c2ccco2)CC1,3,-4,96,4,-2,2,7,97,-8
O=C(Nc1c(F)cc(F)cc1Br)c1cc(-c2ccc(O)cc2)on1,0,-22,104,10,8,4,-14,106,-21
CN1C(=O)c2ccc(NC(=S)NC(=O)C(C)(C)C)cc2C1=O,1,23,99,-2,17,4,18,86,-24
COC(=O)/C(=C\Nc1ccc(Cl)cc1Cl)NC(=O)c1ccc(OC)cc1,-4,57,114,-7,4,2,·,113,0
Cc1nn(CC(=O)N(C)Cc2ccccc2)c(=O)c2cccn12,-3,7,100,-3,2,6,-21,98,2
C/C(=N\NC(=O)c1nnn(-c2nonc2N)c1-c1ccc2c(c1)OCO2)c1ccc(F)cc1,0,13,98,3,-1,1,27,99,5
Cc1ccc[n+](CC(=O)N2CCCCC2)c1C,-5,-24,82,-2,-3,6,·,94,9
COc1ccc(Cc2c(O)nc(SCC(=O)N3CCCCCC3)[nH]c2=O)cc1,-8,23,93,0,3,-2,10,103,-6
CCN1CCN(C(c2cccs2)C(C)NC(=O)c2ccccc2F)CC1 (stereo not drawn),6,-16,98,-13,-3,0,42,92,0
CCOc1ccc(NC(=O)C2(c3ccc(OC)c(OC)c3)CCCC2)cc1,1,-12,99,-3,10,3,32,108,4
CNS(=O)(=O)c1cc(Br)ccc1S(=O)c1ccccc1C(=O)O (stereo not drawn),5,16,88,-8,-16,2,18,88,5
Cc1ccc(CCNC(=O)C2CCN(S(=O)(=O)c3ccc4c(c3)NC(=O)CO4)CC2)cc1,-3,-2,106,-1,4,5,-9,112,-4
COc1cccc(-c2nnc3n2N=C(C(C)(C)C)CS3)c1,4,20,97,4,-3,11,37,98,-11
COc1ccccc1OCCCCN1CCN(C(c2ccccc2)c2ccccc2)CC1,6,-8,96,-6,0,-8,39,114,-12
Cc1ccc2nc(SCC(=O)NCc3ccco3)[nH]c2c1,0,9,·,-4,·,-1,-16,·,-4
O=C(CSc1nnc(C2CC2)n1Cc1ccccc1)c1ccc(S(=O)(=O)N2CCOCC2)cc1,1,17,90,8,-1,7,32,94,-5
CCO[C@@H]1OC(C(=O)NCc2nc3ccccc3[nH]2)=C[C@H](C2CCCCC2)[C@H]1CCCO,-1,-18,95,2,4,-1,-9,97,-12
O=c1[nH]c2ccccc2[n+]([O-])c1-c1ccccc1,3,-8,103,-3,0,1,8,102,2
Cc1ccccc1NC(=O)NCCCN1CCN(C)CC1,-2,-3,106,3,5,1,0,106,8
CCc1cc2c(=O)c(-c3cnn(-c4ccccc4)c3)coc2c(CN2CCOCC2)c1O,-6,5,100,-5,-2,-2,16,97,4

# Screening results from PubChem BioAssay.

# The list is partial; the hit share may differ from the screen's.
